Screening results (PubChem)
AP ELISA ortho – alternative complement pathway inhibitors, primary screen, biochemical, ELISA, human serum, orthogonally pooled compounds; LPS-coated ELISA, C3 deposition; tested in compound mixtures; inhibition, % at 5 µM; 62,000 tested, 0.08% active; AID 1235, 2008;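 active = inhibition above 30% in each of the two pooled mixtures holding the compound, so the lower value exceeds 30%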;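 also: 0% = serum in Mg-EGTA without compound and 100% = EDTA serum blank; some compounds past the cut are filed as inactive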
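Assay system: human serum alternative complement pathway, C3 deposition on LPS-coated wells; Dosing: 5 µM per compound in ten-compound mixtures; Detection: Anti-C3 ELISA, OD 450 nm; Buffer or medium: Mg2+-EGTA GVB++ buffer containing human serum at 1:15 dilution; Timing: 1 h at 37 °C; Replication: two different pools per compound.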
C1s block – complement C1s protease inhibitors, primary screen, biochemical, 10-compound mixtures. AID 538, 2006. 62,000 tested, 0.16% active. Complement C1s subcomponent (Homo sapiens), P09871. purified C1s, fluorogenic AMC substrate, pooled mixtures. mean inhibition % of two 10-compound mixtures (hits give high values), % at 5 µM (by protocol);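 active = inhibition above 20% in each of the two 10-compound mixture wells holding the compound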;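 also: 0% = enzyme wells lacking compound mixture and 100% = no-enzyme blank wells; some compounds called inactive have numbers as strong as hits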
CatB inh – human cathepsin B inhibitors, primary screen, biochemical, fluorogenic substrate. P07858. purified cathepsin B, fluorescence. inhibition, %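 (tested at 10 µM)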. 63,000 tested, 0.1% active; in the data active = inhibition above about 21%;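 also: 0% = enzyme with no compound and 100% = no enzyme blank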
CatB mix inh – cathepsin B inhibitors from pooled compounds, primary screen, biochemical, compound mixtures, AMC fluorescence; P07858; Purified cathepsin B, AMC dipeptide fluorescence; inhibition, %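 (ten-compound pools at 5 µM per compound and 50 µM total)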; 62,000 tested, 0.06% active; in the data active = inhibition above about 22%, passing the limit was not always enough; inconclusive = no clear call, values can overlap the other calls;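 also: 0% = enzyme without compound and 100% = no enzyme blank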
Ec RNAP inh – E. coli RNAP inhibitors, biochemical; inhibition, %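 (tested at 10 µM)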; E. coli RNA polymerase, fluorescence transcription assay; DNA-directed RNA polymerase subunit beta (Escherichia coli (strain K12)), P0A8V2; 62,000 tested, 0.2% active; in the data active = inhibition above about 20%;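 also: 0% = enzyme without compound and 100% = no enzyme blank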
Cathepsin G inh – human cathepsin G inhibitors, primary screen, biochemical, pooled compound mixtures, AMC fluorescence; 62,000 tested, 0.2% active; P08311; inhibition, % at 5 µM (by protocol); AID 581, 2007; purified enzyme, AMC-tetrapeptide fluorescence;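 active = inhibition above 20% in each of the two mixture wells holding the compound; inactive = inhibition of 20% or less in either well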;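 also: 0% = enzyme control without mixture and 100% = blank lacking enzyme; strong numbers were not always called active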
CatL block – inhibitors of human cathepsin L, biochemical; Procathepsin L (Homo sapiens), P07711; purified cathepsin L, fluorogenic substrate, fluorescence; inhibition, %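 (tested at 10 µM)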; 58,000 tested, 0.17% active; AID 460, 2006; in the data active = inhibition above about 45%;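 also: 0% = enzyme with no compound and 100% = no enzyme blank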
FXIa inh mix – FXIa protease inhibitors in compound pools, primary screen, biochemical, 10-compound mixtures. Coagulation factor XI (Homo sapiens), P03951. purified FXIa, fluorogenic substrate, pooled mixtures. inhibition, % at 5 µM. 62,000 tested, 0.19% active. AID 680, 2007; in the data active = inhibition above about 20%, passing the limit was not always enough;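 also: each value is inhibition by a whole ten-compound pool holding the compound; 0% = enzyme with no mixture and 100% = wells lacking enzyme; strong numbers were not always called active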
Target sequence (P03951 19-387 limits assumed): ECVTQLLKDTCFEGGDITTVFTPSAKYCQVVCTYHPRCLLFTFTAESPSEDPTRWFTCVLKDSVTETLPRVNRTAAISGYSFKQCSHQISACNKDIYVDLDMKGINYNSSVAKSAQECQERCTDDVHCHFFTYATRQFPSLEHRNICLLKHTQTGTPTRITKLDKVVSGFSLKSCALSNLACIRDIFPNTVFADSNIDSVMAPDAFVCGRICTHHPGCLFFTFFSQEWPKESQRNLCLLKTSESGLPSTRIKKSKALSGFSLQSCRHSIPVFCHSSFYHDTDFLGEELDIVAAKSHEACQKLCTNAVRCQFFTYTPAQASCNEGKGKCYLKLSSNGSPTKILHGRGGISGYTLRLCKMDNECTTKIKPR
Target sequence (P03951 388-625 limits assumed): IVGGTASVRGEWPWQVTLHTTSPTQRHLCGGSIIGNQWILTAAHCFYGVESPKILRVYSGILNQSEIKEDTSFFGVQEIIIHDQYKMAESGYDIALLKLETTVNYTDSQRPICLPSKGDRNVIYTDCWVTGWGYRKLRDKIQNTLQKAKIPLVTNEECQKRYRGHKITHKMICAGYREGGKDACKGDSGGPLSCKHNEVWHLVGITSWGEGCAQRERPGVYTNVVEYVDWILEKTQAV
CatS block – inhibitors of human cathepsin S, biochemical, compound mixtures. 62,000 tested, 0.06% active. P25774. AID 501, 2006. recombinant cathepsin S, AMC dipeptide fluorescence, pooled mixtures. inhibition, %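 (tested at 5 µM per compound within 10-compound mixtures)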; in the data active = inhibition above about 32%, passing the limit was not always enough; inconclusive = no clear call, values can overlap the other calls;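 also: 0% = enzyme without compound and 100% = blank without enzyme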
Target sequence (P25774 115-331 limits assumed): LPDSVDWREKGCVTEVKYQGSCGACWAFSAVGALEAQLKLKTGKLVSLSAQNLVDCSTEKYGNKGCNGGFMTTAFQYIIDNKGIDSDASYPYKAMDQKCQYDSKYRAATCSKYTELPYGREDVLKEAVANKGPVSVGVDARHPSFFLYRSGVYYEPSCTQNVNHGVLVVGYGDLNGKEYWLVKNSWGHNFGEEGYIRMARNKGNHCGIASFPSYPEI
* marks the source's active call; other numbers are inactive results; ? = inconclusive; · = no result given. An excerpt, so the mix of outcomes need not match the whole.

Values run as follows: AP ELISA ortho	C1s block	CatB inh	CatB mix inh	Ec RNAP inh	Cathepsin G inh	CatL block	FXIa inh mix	CatS block
COc1ccc2nc3oc(C(=O)N4CCCCC4)cc3cc2c1
→ 4	-9	-3	8	3	-37	-13	4	7
CC1=C(C(=O)OC(C)C)C(C2CC=CCC2)NC(=O)N1 (centres undefined)
→ -11	5	2	4	5	-36	-1	4	1
CCn1c(SCC(=O)N2CCN(c3ccccc3)CC2)nnc1-c1cc2cc(Cl)ccc2o1
→ 15	57	·	3	·	11	·	4	6
CCC(=O)c1ccc(OCC(=O)Nc2nn3cnnc3s2)cc1
→ 19	-19	6	4	5	7	-2	8	5
CCOCCCNc1ncnc2c1[nH]c1ccccc12
→ 3	-23	2	2	4	-5	-1	-6	8
COc1ccc(C2=NOC(C(=O)N3CCOCC3)C2)cc1OC (centres undefined)
→ 10	-4	4	1	2	-1	2	9	11
Cc1cc(=O)oc2c(CN3CCN(C)CC3)c(O)c(Cl)cc12
→ 0	-322	-26	-17	-76	-34	-457	-37	-27
O=S(=O)(Nc1ccc(-c2nc3ccccc3o2)cc1)c1ccccc1
→ -6	0	1	-2	1	5	-2	10	1
COc1ccccc1NC(=O)CSc1ccc2nnc(-c3ccncc3)n2n1
→ -2	-21	2	-5	7	0	8	-9	6
O=C(COc1ccc2c3c(c(=O)oc2c1)CCC3)NC1CCCCC1
→ 14	5	-1	2	-3	8	-10	-21	-4
COc1ccc(CCNC(=O)c2nnn(-c3ccccc3OC)c2N)cc1OC
→ 9	-42	6	2	7	1	6	5	12
Cn1nnc(NC(=O)c2ccc(C(C)(C)C)cc2)n1
→ -7	11	3	1	8	9	13	7	-10
CS(=O)(=O)N1CCN(c2nc3ccccc3s2)CC1
→ 23	2	-1	-3	-2	9	4	0	2
CC(C(=O)Nc1ccccc1-c1ccccc1)N1CCN(C(=O)c2ccco2)CC1 (centres undefined)
→ -5	-27	3	4	2	1	3	6	10
O=C(CC1NCCNC1=O)OCCCc1ccccc1 (centres undefined)
→ 2	16	1	2	9	8	15	10	-8
CCOc1ccc(OCC)c(S(=O)(=O)NCc2ccc3c(c2)OCO3)c1
→ 26	5	-9	2	3	0	-14	7	-6
Cc1sc(NC(=O)c2ccc(Cl)s2)c(C(N)=O)c1C
→ 14	3	4	3	3	-2	-7	5	-2
Cc1cc(C(=O)CSc2nnc(-c3ccc(Cl)cc3)n2CC2CCCO2)c(C)n1C (centres undefined)
→ 13	16	7	2	11	13	11	11	-3
CC(=O)CCc1oc2ccc(NC(C)=O)cc2c1-c1ccc(C)o1
→ 13	-3	-8	4	-4	0	-2	11	-14
CCCn1nnc(NC(=O)COc2ccc(C3CCCCC3)cc2)n1
→ -7	4	-4	-3	7	2	9	0	4
CC1CCN(CCCNC(=O)c2cn(C)c3ccc(S(=O)(=O)N4CCCC4)cc3c2=O)CC1
→ 2	-2	2	-8	11	13	0	0	15
O=C(Nc1nnc(-c2ccc(Cl)s2)o1)C1CCCCC1
→ -2	-51	6	2	-3	-7	·	2	5
Cc1noc(C)c1COC(=O)CCCc1c[nH]c2ccccc12
→ -9	-3	-4	2	7	-1	-2	5	0
Cc1cccc(N2CCN(C(=O)C3CCCCC3)CC2)c1C
→ 6	0	1	-2	7	-1	-2	2	-5
O=S(=O)(c1cccs1)N1CCN(CC(O)COc2cc(Cl)ccc2Cl)CC1 (centres undefined)
→ 9	16	1	3	7	11	-1	3	16
COCCNC(=O)C(c1ccccc1C)N(CCOC)C(=O)Cn1nnc2ccccc21 (centres undefined)
→ 21	0	-2	8	7	1	-4	4	-6
CCn1cc(C(=O)O)c(=O)c2cc(OC)ccc21
→ 14	19	·	5	·	14	12	6	2
Cn1c(/C(C#N)=C(\O)COc2ccc3ccccc3c2)nc2ccccc21
→ 4	-18	-1	-8	2	-6	2	-2	-24
Cc1ccc2[nH]c(=O)c(CN(Cc3ccco3)C(=O)c3cccs3)cc2c1
→ -2	-1	3	2	3	-2	-3	1	-6
Cc1ccc(C)c(NS(=O)(=O)c2cc(Br)cnc2N)c1
→ 23	12	5	4	0	6	-4	7	-2

Quoted at random: two records from the list, in no set order.
Values run as follows: AP ELISA ortho	C1s block	CatB inh	CatB mix inh	Ec RNAP inh	Cathepsin G inh	CatL block	FXIa inh mix	CatS block
CC(=O)CCc1oc2ccc(NC(C)=O)cc2c1-c1ccc(C)o1
→ 13	-3	-8	4	-4	0	-2	11	-14
COCCNC(=O)C(c1ccccc1C)N(CCOC)C(=O)Cn1nnc2ccccc21 (centres undefined)
→ 21	0	-2	8	7	1	-4	4	-6

Other entries follow:
Values run as follows: AP ELISA ortho	C1s block	CatB inh	CatB mix inh	Ec RNAP inh	Cathepsin G inh	CatL block	FXIa inh mix	CatS block
COc1ccc2nc(SCC(N)=O)[nH]c2c1
→ -22	-10	1	7	2	-9	14	5	24
COC(=O)Nc1nc2c(s1)CCCC2
→ 19	-3	-3	-4	-4	0	-4	8	-2
O=C(c1ccc2c(c1)OCO2)N1CCN(c2ccccc2F)CC1
→ -16	-35	8	12	3	-13	14	3	11
O=c1c2ccccc2nc2n1-c1ccccc1CCC2
→ 22	-10	1	-1	4	6	20	5	3
C=COCCn1c(-c2nonc2N)nc2ccccc21
→ 2	4	15	55*	6	6	86*	4	?
COc1ccc(-c2cc(C(=O)N3CCN(c4ccccn4)CC3)c3ccccc3n2)cc1
→ -7	1	-6	-1	6	0	·	2	3
COC(=O)c1ccc(CNC(=O)CSc2nnc(COc3ccccc3)n2C)o1
→ 11	4	2	3	6	9	21	4	5
c1ccc(-c2oc3ncnc(NCCN4CCOCC4)c3c2-c2ccccc2)cc1
→ 14	-27	4	5	4	-2	-36	2	-6
Cc1noc(COc2ccccc2OCC(O)CNC(C)(C)C)n1 (centres undefined)
→ -3	-50	2	-3	6	4	13	5	-2
Cc1onc(-c2ccccc2Cl)c1C(=O)N1CCN(c2cccc(Cl)c2)CC1
→ 21	2	-6	3	4	-1	-6	6	1
CCOC(=O)C1CCN(C(=O)CCc2nc3ccccc3[nH]2)CC1
→ 6	-7	-3	5	9	-2	9	6	17
N#Cc1nc(-c2ccco2)oc1NCc1ccco1
→ 4	-25	6	1	4	-7	-3	0	-7
Cc1cc(C(=O)Nc2ccc3c(c2)OCO3)cs1
→ 5	-51	2	-11	11	-2	21	-8	1
CC(=O)CN1Cc2ccccc2/C1=N\C(=O)Nc1ccccc1
→ -2	-204	4	-16	6	-22	-1	-30	-39
N#Cc1c(N)nc(SCc2ccccn2)c(C#N)c1-c1cccs1
→ 22	-72	3	4	-1	-7	1	-14	-8
C=CCN=C1SCC(=O)N1S(=O)(=O)c1ccc(C)cc1
→ 4	-1	3	-9	6	8	1	-3	3
O=C(CSc1ncnc2c1cnn2-c1ccccc1)Nc1ccc2c(c1)OCO2
→ -4	3	2	-1	1	10	11	-4	-2
CCc1oc(C(=O)O)cc1CN(CC)CC
→ -7	9	1	-2	6	7	12	4	0
Cc1cc(C)nc(NC(=O)CSc2ccccn2)n1
→ 12	11	-1	1	6	8	-12	8	-7
Cc1cccc(N2C(=O)C3C4C=CC(C4)C3C2=O)c1 (centres undefined)
→ 10	1	0	-3	-4	2	4	4	-8
CCCc1[nH]nc2c1C(c1ccc(OC(=O)N3CCOCC3)c(OC)c1)C(C#N)=C(N)O2 (centres undefined)
→ 16	-29	0	2	5	9	-4	-1	-5
CCOc1ccccc1-n1c(SCC(N)=O)nc2ccccc2c1=O
→ -6	4	0	2	9	0	5	4	13
C=Cn1nc(C)c2ccccc2c1=O
→ -8	3	2	2	6	-43	2	1	8
CN1CCN(Cc2cc(COCc3ccccc3)c3cccnc3c2O)CC1
→ 14	0	0	-1	-2	-1	·	6	16
CCC(=O)Nc1c(C#N)c2nc3ccccc3nc2n1-c1ccc(C)cc1
→ 14	-38	-4	2	-10	-9	-22	-3	-3
CCOc1ccc(Cn2nnc(C(=O)Nc3cc(OC)cc(OC)c3)c2N)cc1
→ 9	-1	-3	4	6	-3	4	10	6

17 entries from above, with values ahead of the structure.
AP ELISA ortho | C1s block | CatB inh | CatB mix inh | Ec RNAP inh | Cathepsin G inh | CatL block | FXIa inh mix | CatS block | structure
-22 | -10 | 1 | 7 | 2 | -9 | 14 | 5 | 24 | COc1ccc2nc(SCC(N)=O)[nH]c2c1
19 | -3 | -3 | -4 | -4 | 0 | -4 | 8 | -2 | COC(=O)Nc1nc2c(s1)CCCC2
-16 | -35 | 8 | 12 | 3 | -13 | 14 | 3 | 11 | O=C(c1ccc2c(c1)OCO2)N1CCN(c2ccccc2F)CC1
22 | -10 | 1 | -1 | 4 | 6 | 20 | 5 | 3 | O=c1c2ccccc2nc2n1-c1ccccc1CCC2
2 | 4 | 15 | 55* | 6 | 6 | 86* | 4 | ? | C=COCCn1c(-c2nonc2N)nc2ccccc21
-7 | 1 | -6 | -1 | 6 | 0 | · | 2 | 3 | COc1ccc(-c2cc(C(=O)N3CCN(c4ccccn4)CC3)c3ccccc3n2)cc1
11 | 4 | 2 | 3 | 6 | 9 | 21 | 4 | 5 | COC(=O)c1ccc(CNC(=O)CSc2nnc(COc3ccccc3)n2C)o1
14 | -27 | 4 | 5 | 4 | -2 | -36 | 2 | -6 | c1ccc(-c2oc3ncnc(NCCN4CCOCC4)c3c2-c2ccccc2)cc1
-3 | -50 | 2 | -3 | 6 | 4 | 13 | 5 | -2 | Cc1noc(COc2ccccc2OCC(O)CNC(C)(C)C)n1 (centres undefined)
21 | 2 | -6 | 3 | 4 | -1 | -6 | 6 | 1 | Cc1onc(-c2ccccc2Cl)c1C(=O)N1CCN(c2cccc(Cl)c2)CC1
6 | -7 | -3 | 5 | 9 | -2 | 9 | 6 | 17 | CCOC(=O)C1CCN(C(=O)CCc2nc3ccccc3[nH]2)CC1
4 | -25 | 6 | 1 | 4 | -7 | -3 | 0 | -7 | N#Cc1nc(-c2ccco2)oc1NCc1ccco1
5 | -51 | 2 | -11 | 11 | -2 | 21 | -8 | 1 | Cc1cc(C(=O)Nc2ccc3c(c2)OCO3)cs1
-2 | -204 | 4 | -16 | 6 | -22 | -1 | -30 | -39 | CC(=O)CN1Cc2ccccc2/C1=N\C(=O)Nc1ccccc1
22 | -72 | 3 | 4 | -1 | -7 | 1 | -14 | -8 | N#Cc1c(N)nc(SCc2ccccn2)c(C#N)c1-c1cccs1
4 | -1 | 3 | -9 | 6 | 8 | 1 | -3 | 3 | C=CCN=C1SCC(=O)N1S(=O)(=O)c1ccc(C)cc1
-4 | 3 | 2 | -1 | 1 | 10 | 11 | -4 | -2 | O=C(CSc1ncnc2c1cnn2-c1ccccc1)Nc1ccc2c(c1)OCO2
